Screening data from PubChem.
RBX1-CUL1 inh – inhibitors of human ROC1-CUL1 ubiquitin ligase activity; 0.6% of 140,000 active; in vitro K48 di-Ub FRET, acceptor:donor ratio, 45 min; inhibition, % at 10 µM; AID 1347404; in the data active = inhibition above about 25%
Target sequence (P62877 whole entry, looked up): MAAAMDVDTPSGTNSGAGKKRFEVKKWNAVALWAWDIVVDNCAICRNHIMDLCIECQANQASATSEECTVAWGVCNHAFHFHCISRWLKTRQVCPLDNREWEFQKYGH
Target sequence (Q13616 whole entry, looked up): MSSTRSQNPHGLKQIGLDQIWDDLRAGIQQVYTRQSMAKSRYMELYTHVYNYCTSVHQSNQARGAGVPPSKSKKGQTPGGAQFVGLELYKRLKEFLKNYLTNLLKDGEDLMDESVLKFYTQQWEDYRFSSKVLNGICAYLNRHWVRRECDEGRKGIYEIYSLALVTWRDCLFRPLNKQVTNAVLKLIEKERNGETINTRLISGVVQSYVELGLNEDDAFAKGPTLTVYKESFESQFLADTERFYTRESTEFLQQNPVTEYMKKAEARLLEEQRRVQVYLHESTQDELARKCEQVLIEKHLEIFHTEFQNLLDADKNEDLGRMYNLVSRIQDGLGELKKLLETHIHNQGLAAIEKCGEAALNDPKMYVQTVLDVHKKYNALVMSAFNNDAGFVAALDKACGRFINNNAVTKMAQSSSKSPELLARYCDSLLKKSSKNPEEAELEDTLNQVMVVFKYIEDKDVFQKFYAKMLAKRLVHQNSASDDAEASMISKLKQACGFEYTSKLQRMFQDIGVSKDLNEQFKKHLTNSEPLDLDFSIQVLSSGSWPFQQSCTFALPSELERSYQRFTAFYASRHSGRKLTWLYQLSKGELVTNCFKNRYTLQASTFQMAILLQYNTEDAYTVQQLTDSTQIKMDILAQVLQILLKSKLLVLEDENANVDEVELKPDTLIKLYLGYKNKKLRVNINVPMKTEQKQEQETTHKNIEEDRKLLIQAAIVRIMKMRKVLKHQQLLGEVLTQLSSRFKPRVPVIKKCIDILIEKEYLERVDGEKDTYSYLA
* marks the source's active call; other numbers are inactive results. Only part of the results is shown, so the mix of outcomes need not match the whole.

SMILES	RBX1-CUL1 inh
COC(=O)c1c(C)[nH]c(C(=O)CSc2ncnc3sc4c(c23)CCC(C)C4)c1C (stereo not drawn)	0
O=C(CSc1nc(-c2ccco2)cc(C(F)(F)F)n1)N1CCCc2ccccc21	5
Cc1c(CN2CCN(CCC(C)C)C(CCO)C2)c(=O)n(-c2ccccc2)n1C (stereo not drawn)	1
COc1cc2nc(C3CCCC3)nc(N3CCN(c4ccc(C(C)=O)cc4)CC3)c2cc1OC	1
CCC1CN(Cc2ccc(OC)cc2)Cc2cc(OC)ccc2O1 (stereo not drawn)	12
CNC(=O)C1CCC(Cn2c(=O)c3sccc3n(CC(=O)Nc3ccc(C)c(C)c3)c2=O)CC1 (stereo not drawn)	1
CC(C)(C)C(=O)C(C1=NCCN1)n1cncn1 (stereo not drawn)	-2
CC1CCCCN1c1ccc(NC(=O)C(C)(C)C)cc1 (stereo not drawn)	-8
CSc1nc(N)c2c(C)c(C)sc2n1	-5
CCOC(=O)c1c(-c2ccc(F)cc2)csc1NC(=O)CSc1nnc2cc(C)c3ccccc3n12	-1

5 of these compounds, reformatted.
RBX1-CUL1 inh	SMILES
1	Cc1c(CN2CCN(CCC(C)C)C(CCO)C2)c(=O)n(-c2ccccc2)n1C (stereo not drawn)
1	COc1cc2nc(C3CCCC3)nc(N3CCN(c4ccc(C(C)=O)cc4)CC3)c2cc1OC
12	CCC1CN(Cc2ccc(OC)cc2)Cc2cc(OC)ccc2O1 (stereo not drawn)
1	CNC(=O)C1CCC(Cn2c(=O)c3sccc3n(CC(=O)Nc3ccc(C)c(C)c3)c2=O)CC1 (stereo not drawn)
-2	CC(C)(C)C(=O)C(C1=NCCN1)n1cncn1 (stereo not drawn)

The main list resumes with the 4 entries that preceded the break.
SMILES	RBX1-CUL1 inh
CC(C)(C)C(=O)C(C1=NCCN1)n1cncn1 (stereo not drawn)	-2
CC1CCCCN1c1ccc(NC(=O)C(C)(C)C)cc1 (stereo not drawn)	-8
CSc1nc(N)c2c(C)c(C)sc2n1	-5
CCOC(=O)c1c(-c2ccc(F)cc2)csc1NC(=O)CSc1nnc2cc(C)c3ccccc3n12	-1
O=C(CSc1nnc(CNc2cccc3ccccc23)n1-c1ccccc1)N/N=C/c1ccc2ccccc2c1	-8
CCCCOc1ccc(S(=O)(=O)Nc2ccc(-c3ccc(N4CCCCC4)nn3)cc2)cc1	-4
CC(C)(C)NCCCCCOc1cccc2ccccc12	3
Nc1cccnc1Sc1cc(Cl)cc(Cl)c1	-5
CCCc1nnc(NC(=O)Cc2coc3ccc(C)cc23)s1	-9
O=C(COC(=O)c1ccc(S(=O)(=O)c2cccc(S(=O)(=O)N3CCOCC3)c2)cc1)c1ccccc1	-6
Cc1ccc(-c2c3c(=O)n(C)c(=O)n(C)c3c3c(C(F)(F)F)nc4ccccc4n23)cc1	3
Cc1cn2c3c(=O)[nH]c(=O)n(C)c3nc2n1CCN1CCCC(C)C1 (stereo not drawn)	-5
CN(C(=S)NC(=O)c1cccs1)c1ccccc1	-9
N#CC1=C(c2ccc(Cl)cc2)Sc2ccccc2NC1=O	0
Cc1cc(C)c2nc(NC(=O)c3cc(Cl)ccc3Cl)sc2c1	-9
COC(=O)c1ccccc1NC(=O)c1cnc2sc(N3CCOCC3)nn2c1=O	7
COc1ccc(Sc2ccccc2C(N)=O)c(OC)c1	6
COc1ccc(/C=C/C(=O)Nc2ccc3nc(N4CCCCC4)cc(C)c3c2)cc1OC	-11
CC1(C)CC(C(=O)N2CCOc3ccc(CN4CCN(c5ccc(F)cc5)CC4)cc3C2)CCO1 (stereo not drawn)	3
COc1cccc(-c2cc3c(c(OC)c2)OCCN(Cc2ccc(C)cc2)C3)n1	3
C=CCC(Nc1ccccc1)c1ccco1 (stereo not drawn)	-5
CC(C)Oc1cccc(/C=C2/SC(=Nc3ccccc3F)NC2=O)c1	3
COc1ccc(CNC(=O)C(C)n2ccc3cc(S(=O)(=O)N4CCCC4)ccc32)cc1OC (stereo not drawn)	-6
Nc1cc(C(=O)O)cc2c1Sc1ccccc1O2	9
COc1cc(Cl)nc(-c2ccccc2)n1	-6
CCOC(=O)C1=C(C)N=c2s/c(=C\c3cc(Br)ccc3OCc3ccccc3F)c(=O)n2C1c1ccccc1 (stereo not drawn)	0
O=C(CSc1nc(-c2ccco2)cc(C(F)(F)F)n1)Nc1ccccc1	-3
COc1ccccc1NC(=O)c1sc2nc(C)c(C(=O)Nc3ccc(Cl)cc3)c(-c3ccc(Br)cc3)c2c1N	-11
O=C(Nc1ccccc1OCC1CCCO1)c1sc2ccccc2c1Cl (stereo not drawn)	1
CCOC(=O)c1cnc2c(-c3cccc(Br)c3)cnn2c1C	-1
CCc1ccccc1NS(=O)(=O)c1ccc2c(c1)OCC(C(=O)N1CCCC1)O2 (stereo not drawn)	14
Cc1nn(C)c(C)c1CCC(=O)N1CCCC(CO)(Cc2ccc(F)cc2)C1 (stereo not drawn)	-1
COCc1cc(C)nc(N/N=C\c2cn(Cc3ccc(F)cc3)c3ccccc23)c1C#N	1
C/C=C/Cn1c(=O)c2c(nc3n(-c4ccccc4N)c(C)c(C)n23)n(C)c1=O	2
COc1ccc(-c2cc(C(C)=O)c(C)n2CCC(=O)NCc2ccc(F)cc2)cc1	9
C=CCOC(=O)c1cc(OCC)c(OCC=C)cc1Br	10
COc1cccc(C(=O)NCC2OCCc3ccccc32)c1 (stereo not drawn)	3
CCN1CCN(CCCNC(=O)c2ccc3nc(Cc4ccccc4)oc3c2)CC1	6
Cc1ccc(C2c3c(n[nH]c3-c3ccccc3)OC(=N)C2C#N)c(C)c1 (stereo not drawn)	-10
O=C(CCCn1c(=O)c2sccc2n(Cc2c(F)cccc2Cl)c1=O)NCc1ccccc1	2
Cc1cc(C)cc(N2CC(c3nc(-c4ccccc4C)no3)CC2=O)c1 (stereo not drawn)	-4
O=C(Oc1cc(=O)oc2ccccc12)c1ccc(Cl)cc1Cl	8
C=CCn1c(CNc2cccc3ccccc23)nnc1SCC(=O)c1ccc(OC)cc1	21
Cc1cc(C(=O)CN2CCOCC2)c(C)n1-c1ccc(F)cc1	1

Brought forward from above: two compounds; new compounds follow.
SMILES	RBX1-CUL1 inh
C=CCn1c(CNc2cccc3ccccc23)nnc1SCC(=O)c1ccc(OC)cc1	21
Cc1cc(C(=O)CN2CCOCC2)c(C)n1-c1ccc(F)cc1	1
COc1ccc(N2CCN(C(=O)CSc3nc4ccccc4nc3Cc3ccc(Cl)cc3)CC2)cc1	-8
CCOC(=O)C1(CCOC)CCN(Cc2nc(C(C)C)cs2)CC1	3
Cc1ccc(C(=O)NC(=S)Nc2ccc(O)c(-c3nc4ccccc4s3)c2)cc1	3
Cn1c(=O)c2c(ncn2CC(O)Cn2cnc3c2c(=O)n(C)c(=O)n3C)n(C)c1=O	6
CCOc1cc(C(=O)N=C2SCCN2C(=O)c2cc(OCC)c(OCC)c(OCC)c2)cc(OCC)c1OCC	1
O=C(Cn1ncc2c([nH]c3ccccc32)c1=O)Nc1cccc(C(F)(F)F)c1	6
Cc1sc2nc(C)n(/N=C/N(C)C)c(=O)c2c1C	0
Cc1ccccc1C(=O)NNC(=S)NC(=O)COc1ccccc1	5
COc1ccc(OCC(=O)Nc2ccc(S(=O)(=O)N3CCOCC3)cc2)cc1	-4
CN(CC1CCCN(CCc2ccc(Cl)cc2)C1)C(=O)c1ccc[n+]([O-])c1 (stereo not drawn)	-1
O=C(NCCN1CCOCC1)c1cnccn1	1
COc1ccc(CN2C[C@@H]3C[C@@H](c4ccc(F)cc4)N4CCC[C@@]34C2=O)cc1	-5
CCCc1[nH]nc2c1C(c1ccccc1Cl)C(C#N)C(=N)O2 (stereo not drawn)	9
CC1(C(=O)O)CCC(C(=O)NCc2ccco2)C1(C)C (stereo not drawn)	-5
CCCC(Oc1ccc(OC)cc1)C(=O)N/N=C/c1ccc(OC(=O)c2ccccc2)cc1 (stereo not drawn)	17
Cn1ncc(N2CCC(CNC(=O)/C=C/c3cccnc3)C2)cc1=O (stereo not drawn)	1
CCOc1cc(/C=C2\CCC/C(=C\c3cc(Cl)c(OC(C)=O)c(OCC)c3)C2=O)cc(Cl)c1OC(C)=O	-3
CCCN(C(=O)c1cc2c(s1)-c1c(C)cccc1OC2)c1ccc(OCC)cc1	-2
CCc1cccc(CC)c1NC(=O)C(=O)N/N=C/c1ccc(Cl)c(Cl)c1	7
Cc1nc2c(c(C)c1CCC(=O)Nc1cccc(C(F)(F)F)c1)c(=O)n(C)c(=O)n2C	7
CCN(C(=O)CCS(=O)(=O)c1cccc2nsnc12)c1cccc(C)c1	0
Cc1c[nH]c2ccc(OCC(O)CNC(C)(C)C)cc12 (stereo not drawn)	-3
CCc1ccc(C(=O)N2CCN(c3ccccc3)CC2)s1	8
O=C(O)c1ccc(/C=N/Nc2nnnn2-c2ccccc2)cc1	-3
COc1ccc2oc(=O)cc(CN3CCN(C(=O)c4ccccc4Br)CC3)c2c1	-6
Cc1ccc(-c2c(C(=O)NCCc3ccc(Cl)cc3)oc(=O)c3ccccc23)cc1	5
O=C(Nc1ccccc1C(=O)OCc1cc(=O)n2c3c(sc2n1)CCCC3)c1cccc(Cl)c1	-1
CC(=O)Nc1ccc(N2C(=O)CC(Sc3nc(-c4cccs4)cc(C(F)(F)F)c3C#N)C2=O)cc1 (stereo not drawn)	18
COc1ccc(OCC(O)CN2CCN(c3cccc(Cl)c3)CC2)c(C(C)(C)C)c1 (stereo not drawn)	-1
O=C(NCCc1ccccc1Cl)c1ccc2c(c1)nc1n2CCOC1	-7
CCC(CC)C(=O)N1CCC(N2CCCC(C(=O)NCc3ccccc3)C2)CC1 (stereo not drawn)	-5
O=C(Cc1ccc(Cl)cc1)NC1CC2CCC1C2 (stereo not drawn)	7
Cc1ccc(-n2c(-c3ccccc3)cc(/C=C3\C(=O)NC(=S)N(c4ccc(C)c(C)c4)C3=O)c2-c2ccccc2)cc1	5
Cc1ccc(NC(=O)Cn2c(=O)oc3cc(S(=O)(=O)N4CCC(C)CC4)ccc32)cc1Cl	-9
CCOC(=O)c1c(-c2ccccc2C(=O)O)c(C(=O)O)n(Cc2ccccc2)c1C	11
COC(=O)c1ccccc1NC(=O)CCCn1c(=O)c2cccn2c2cccnc21	9
Cc1ccc(-n2nc(CO)c(C(=O)NCCc3ccccc3)n2)cc1C	-7
CCOC(=O)C1C(=N)Oc2cc(C)oc(=O)c2C1c1ccccc1F (stereo not drawn)	8
COc1cccc(NC(=O)c2cnn(-c3ccccc3)c2-n2cccc2)c1	1
COc1cc2c(cc1OC)n(Cc1cccc(C(F)(F)F)c1)c(=O)n1nc(-c3ccccc3)nc21	4
COC1(c2ccccc2)c2ccccc2CSc2ccccc21 (stereo not drawn)	-9
Cc1ccc(N2CC(NC(=O)c3cccs3)CC2=O)cc1C (stereo not drawn)	3
CCN1CCCC1CNC(=O)CCC1CCN(C(=O)C2=C(C)OCCO2)CC1 (stereo not drawn)	-6
Cc1sc2nc(SCC(=O)c3cccs3)n(N)c(=O)c2c1C	5
O=C(O)CCCN=CC1C(=O)CCC(C(=O)c2ccccc2)C1=O (stereo not drawn)	-8
COc1ccc(C(=O)Nc2cc(-c3cccc(C)c3)nn2-c2ccccc2)cc1	-6
Cc1c(/C=C/C(=O)NC2C3CC4CC(C3)CC2C4)cnn1C (stereo not drawn)	-6
O=C(CSCc1nc2ccccc2[nH]1)NCc1ccccc1	2
CCCn1c(C)c(CC(=O)NCc2ccncc2)c2c1CC(C)(C)CC2=O	-2
COc1ccc(CNc2ncnc3c2nnn3C)cc1	0
Continued.
SMILES	RBX1-CUL1 inh
CCc1ccccc1OCCCCN1CCOCC1	-2
Cc1ccc(/C=N/N2C(=O)CSC2=Nc2c(C)n(C)n(-c3ccccc3)c2=O)cc1	-5
CC(=O)c1ccccc1C(=O)N(C)CC1CCCN(CCc2ccccc2F)C1 (stereo not drawn)	12
CCCS(=O)(=O)N1CC(=O)N(c2ccc(C)cc2C)C(C)(C(=O)NC2CCCCCC2)C1 (stereo not drawn)	-9
N#Cc1c(C(F)(F)F)cc(-c2cccs2)nc1SCCOc1ccccc1	2
CCN1C(=O)N=C(Cc2cccc(OC)c2OC(C)C)C1=O	-8
C=CCn1c(C)cn2c3c(=O)n(Cc4ccc(F)cc4)c(=O)n(C)c3nc12	-1
O=C(NCCN1CCOCC1)c1sc2cccc(F)c2c1Cl	-5
COc1c(F)c(F)c(Cn2ncc(N3CCCCC3)cc2=O)c(F)c1F	-4
Cn1cccc1/C=C1\N=C(c2ccccc2)OC1=O	-3

Some of these compounds in order of the RBX1-CUL1 inh value, low to high:
Compound,RBX1-CUL1 inh
CCCS(=O)(=O)N1CC(=O)N(c2ccc(C)cc2C)C(C)(C(=O)NC2CCCCCC2)C1 (stereo not drawn),-9
O=C(NCCN1CCOCC1)c1sc2cccc(F)c2c1Cl,-5
CCc1ccccc1OCCCCN1CCOCC1,-2
C=CCn1c(C)cn2c3c(=O)n(Cc4ccc(F)cc4)c(=O)n(C)c3nc12,-1
N#Cc1c(C(F)(F)F)cc(-c2cccs2)nc1SCCOc1ccccc1,2

(list continues)
SMILES	RBX1-CUL1 inh
CCc1ccc(C2=NN(CCC(=O)NCCc3ccccc3)C(=O)CC2)cc1	4
O=C1NC(=S)S/C1=C/c1cccs1	3
O=C1N=C(Cc2ccc(Sc3ccc(Cl)cc3)s2)C(=O)N1c1ccccc1	1
Cc1ccc(C)c(CN2CCCN(Cc3cc(C)ccc3C)S2(=O)=O)c1	15
CN(Cc1ccccc1)Cc1c(O)ccc2c(=O)c(-c3ccccc3)c(C(F)(F)F)oc12	17
COc1ccccc1C(C)N(C)c1nncc(-c2ccc(F)cc2)n1 (stereo not drawn)	-3
CCCCCCc1cc(-c2nc(-c3ccc(Cl)cc3)nnc2-c2ccccc2)c(O)cc1O	1
CC(C)CCCC1CN(C(=O)c2ccc(N3CCCC3=O)cc2)CCO1 (stereo not drawn)	7
CSc1cc(-c2ccc(C)cc2)n(-c2ccc(Cl)cc2)c(=S)c1C(=O)c1ccc(C)cc1	11
CN(C1CCCCC1)S(=O)(=O)c1ccc2c(c1)c(=O)c(C(=O)N1CCN(c3ccccc3F)CC1)cn2C	-2
Oc1c(I)cc2oc3c(c2c1CNc1ccc(Br)cc1)CCCC3	-7
CC(=O)Nc1ccc(N[C@@H]2OC(CO)[C@H](O)[C@H](O)[C@H]2O)cc1 (stereo partly drawn)	-3
O=C(CC1C(=O)NCCN1Cc1cccs1)NC(c1ccccc1)c1ccccc1 (stereo not drawn)	8
